# NR2E3 ag-1: human photoreceptor-specific nuclear receptor agonism; AID 602229; CHO-S Gal4-NCOR/VP16-NR2E3 two-hybrid, luciferase; inhibition of corepressor binding, % at 3.98 µM; 360,000 compounds, 0.35% hits;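 active = inhibition above the mean of all tested compounds plus 3 SD, cut at about 70% in these data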;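 also: 0% = DMSO with NR2E3 transfected cells and 100% = cells lacking NR2E3 construct; higher means lower luciferase signal from less NR2E3 corepressor binding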
# Target sequence (Q9Y5X4 whole entry, looked up, the tested form may be a part): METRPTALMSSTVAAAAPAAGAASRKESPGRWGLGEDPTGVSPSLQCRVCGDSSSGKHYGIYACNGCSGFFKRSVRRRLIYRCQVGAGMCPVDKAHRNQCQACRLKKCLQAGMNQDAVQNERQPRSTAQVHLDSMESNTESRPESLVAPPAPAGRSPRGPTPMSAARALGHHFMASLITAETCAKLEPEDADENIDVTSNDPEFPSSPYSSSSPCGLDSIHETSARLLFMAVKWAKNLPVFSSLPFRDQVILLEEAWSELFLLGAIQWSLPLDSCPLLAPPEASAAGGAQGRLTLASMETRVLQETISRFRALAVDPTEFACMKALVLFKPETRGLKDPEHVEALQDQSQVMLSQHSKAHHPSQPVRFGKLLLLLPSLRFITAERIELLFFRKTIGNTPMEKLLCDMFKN
# EBV LMP1 NFkB: inhibitors of Epstein-Barr LMP1-induced NF-kappaB reporter; AID 504558; 350,000 compounds, 0.69% hits; inhibition, % at 12.5 µM; LMP1-induced NF-kappaB luciferase reporter cells, luminescence; in the data active = inhibition above about 41%;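 also: 0% = neutral control wells and 100% = reference inhibitor control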
# Peg3 promoter: Peg3 promoter activity inhibition; inhibition, % at 20 µM; HeLa PEG-Prom luciferase reporter, luminescence, overnight; 360,000 compounds, 1.7% hits;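 active = inhibition of at least 50% at 20 µM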
# NR2E3 ag-2: NR2E3 (human) agonism; GST-NR2E3/biotin-RetCOR TR-FRET, 1536-well; Q9Y5X4; 320,000 compounds, 0.12% hits; AID 2300; inhibition of corepressor binding, % at 4.78 µM;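 active = percent inhibition above the cutoff of mean plus 3 SD of all tested compounds, set per screening campaign, cut at about 20% in these data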;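 also: 0% = DMSO wells and 100% = biotin wells as full block of FRET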
#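 Material – GST-tagged NR2E3 plus biotinylated RetCOR corepressor · Quantity – NR2E3 fusion 1.35 nM · Times – 5 h incubation at 4 °C · Medium – pH 7.5 Tris-based buffer · Technique – TR-FRET, Eu(K)-anti-GST donor, streptavidin-D2 acceptor, ex 340, em 617/671 nm · Benchmarks – high control biotin, low control 0.6% DMSO · Format – 1536-well plates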
# KKLEB cytotox: counter-screen for CF NF-kB inhibitors: cytotoxicity. KKLEB CF airway cells viability, ATPlite luminescence, overnight; hits give low values; cells stimulated with P. aeruginosa culture filtrate. activity change (cytotoxicity), % at 5 µM. 360,000 compounds, 0.36% hits. AID 602141;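 active = corrected activity change at or below -50% at 5 µM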
# iPSC survival up: enhancers of human iPSC single-cell survival; hiPSC single-cell survival, ATPlite luminescence; 100% = ROCK inhibitor wells, 0% = DMSO; survival enhancement, % at 20 µM; 360,000 compounds, 0.044% hits; in the data active = survival enhancement above about 18%;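 also: cells exposed to compounds for 16 hours before the ATP read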
# HIF-2a inh: HIF-2a inhibition; 786-0 RCC cells HIF-2a reporter, luciferase luminescence, overnight; 360,000 compounds, 0.72% hits; inhibition, % at 18.8 µM; AID 624352;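 active = inhibition of the luminescence signal of 40% or more relative to plate controls, in a single-dose primary screen at 18.75 µM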
# C8 TRAIL sens: caspase-8 TRAIL sensitization. AID 624354. NB7+C8 cells + TRAIL, ATPlite viability luminescence. 360,000 compounds, 1% hits. inhibition (viability loss, TRAIL sensitization), % at 10 µM;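 active = compounds causing at least 50% loss of cell viability in the single-dose screen, relative to plate controls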
# Shn3 inh set2: reduces Shn3 3'UTR luciferase signal in osteoblasts; Clone20 osteoblast Shn3 3'UTR firefly luciferase, 24 h; AID 588674; inhibition, % at 12.5 µM; 360,000 compounds, 0.52% hits;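 active = mean inhibition of at least 75% with every replicate also reaching 75%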;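 also: 0% = median of neutral control wells and 100% = pilot-screen positive control compound; some compounds past the cut are filed as inactive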
# MITF TRPM1 inh: MITF TRPM1 promoter inhibition in SK-MEL-5 cells; inhibition, % at 12.5 µM; 330,000 compounds, 0.83% hits; AID 488899; SK-MEL-5 TRPM1 promoter luciferase, 24 h;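 active = mean inhibition across replicates of 60% or more, whatever share of single replicates reaches that level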; also: values of inactives mirror those of a sister screen read the other way
# CF NFkB inh: cystic fibrosis NF-kB activation inhibition | 360,000 compounds, 0.86% hits | inhibition, % at 5 µM | KKLEB NF-kB-GFP reporter, PAF-induced, GFP fluorescence overnight;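 active = at least 50% inhibition at 5 µM, scaled per plate between neutral and stimulator controls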;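 also: PAF is a Pseudomonas aeruginosa culture filtrate used as stimulus; plate controls were PAF-stimulated DMSO wells for no effect and unstimulated DMSO wells for full effect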
# * marks the source's active call; other numbers are inactive results; . = no result given. An excerpt; count on the stated rates, not on these rows.
# Second line of a record: NR2E3 ag-1	EBV LMP1 NFkB	Peg3 promoter	NR2E3 ag-2	KKLEB cytotox	iPSC survival up	HIF-2a inh	C8 TRAIL sens	Shn3 inh set2	MITF TRPM1 inh	CF NFkB inh
1. O=C(COc1ccc(Br)cc1)Nc1ccncc1
    8.9	1.0	-32.1	0.7	-10.3	-0.1	-52.3	5.8	-5.7	4.1	-2.1
2. Cc1ccc(C(=O)NCc2ccccn2)c(Cl)c1
    -29.4	-6.1	-79.1	4.2	7.3	-0.5	-99.8	7.4	-11.0	-19.9	-7.4
3. CN(CC(=O)N/N=C/c1ccc(F)cc1)S(=O)(=O)c1ccccc1
    -21.4	0.9	-9.2	.	-9.6	-2.2	-10.7	-6.5	-11.1	.	14.4
4. CCc1nc2ccccc2c(=O)n1NC(=O)c1c(O)c2ccccc2n(CC)c1=O
    -37.6	6.5	21.4	1.2	5.4	-0.4	23.6	-4.7	25.1	0.1	5.8
5. C=CCNC(=S)N1CCN(C2CCCCC2)CC1
    -13.8	-8.5	23.6	-1.0	-1.2	-0.4	30.1	3.3	2.2	2.5	10.2
6. CC1CCN(CC(=O)Nc2ccccc2C#N)CC1
    -0.4	-0.7	3.7	-1.0	-3.1	0.5	11.1	-26.4	15.7	-16.3	4.1
7. CC(=C/c1ccco1)/C=N/NC(=O)CSc1nnc(SCc2ccc(C)cc2)s1
    30.3	-1.8	-68.5	1.4	-20.5	-1.1	20.1	5.9	-11.8	9.4	22.0
8. O=C(NCCCO)C12CC3CC(CC(C3)C1)C2
    -14.5	-12.9	-2.0	-1.6	-3.5	3.3	-16.5	-27.8	-3.4	0.4	-17.4
9. CCCOc1ccc(-c2c(C(=O)N/N=C(\C)c3cccs3)nnn2-c2nonc2N)cc1
    8.3	-13.5	11.1	4.9	-0.7	0.2	15.1	6.9	13.7	0.6	8.0
10. CCNC(=O)COC(=O)CCC(=O)c1cccs1
    -4.1	-0.1	-63.2	0.7	5.0	0.3	6.9	-6.2	0.1	13.5	2.5
11. COC(=O)c1ccc(-c2noc(CN3CCCC(CNC(C)=O)C3)n2)cc1 (configuration not stated)
    -33.2	-9.1	2.5	3.4	19.3	-0.6	1.7	1.5	9.2	-1.0	6.3
12. CS(=O)(=O)c1nc(S(=O)(=O)c2ccc(Cl)cc2)c(N2CCOCC2)s1
    -17.3	8.1	18.1	-2.1	-12.0	0.1	26.9	-14.9	6.2	66.6*	30.4
13. COc1ccc(Br)c(C(=O)NNC(=O)c2ccc(NS(=O)(=O)c3cccs3)cc2)c1
    5.3	-7.6	8.6	-0.6	7.6	-0.1	19.3	6.1	-1.4	2.7	0.9
14. O=C(COC(=O)c1ccc(F)c(S(=O)(=O)N2CCOCC2)c1)c1ccc(Br)cc1
    25.7	-5.2	-5.6	.	-7.6	0.0	6.6	-2.9	-9.2	15.0	11.0
15. O=C(Cc1ccc(S(=O)(=O)N2CCOCC2)s1)OCc1ccc(Cl)cc1
    -38.1	-25.9	-55.5	-1.0	1.8	-2.5	7.0	-3.4	-0.5	-7.3	25.3
16. CCn1ncc(Br)c1C(=O)Nc1ccccc1C(=O)OC
    -3.8	1.1	23.8	3.0	-10.0	6.8	2.7	2.0	11.6	1.1	13.8
17. Cc1ccnc(NCn2nnc3ccccc32)c1
    12.8	2.8	-3.3	-1.1	4.4	-2.6	12.0	-2.7	-1.8	26.1	8.5
18. O=C(N/N=C/c1ccc([N+](=O)[O-])o1)C(=O)Nc1ccc(C(=O)O)cc1
    16.0	-17.3	-4.2	1.3	4.8	-0.1	-1.4	-1.2	13.1	5.2	-5.8
19. CCN1CCN(CC(=O)Nc2ccc(N(C)C)cc2)CC1
    -8.5	0.8	18.6	-0.3	9.7	-0.5	13.0	-1.2	-3.8	-6.8	-30.4
20. CCN(CC(=O)N1CCCCCC1)S(=O)(=O)c1ccc(C)cc1
    -5.8	-5.1	9.3	6.6	6.9	0.1	12.9	6.4	-4.4	2.8	-12.1

# Continuation.
# Second line of a record: NR2E3 ag-1	EBV LMP1 NFkB	Peg3 promoter	NR2E3 ag-2	KKLEB cytotox	iPSC survival up	HIF-2a inh	C8 TRAIL sens	Shn3 inh set2	MITF TRPM1 inh	CF NFkB inh
21. CCOC(=O)C(=O)Nc1ncc(Cl)s1
    -0.3	-1.9	-1.0	-1.5	-6.6	-0.1	6.8	-1.9	-16.8	-3.4	-4.0
22. CCCCCCCN(C(=O)CCl)c1ccccc1C
    -1.8	-0.7	-8.1	-1.9	-2.3	-0.7	24.4	87.6*	1.6	15.7	1.1
23. CCc1nc2c(OCc3ccc(F)cc3)cccn2c1N(C)C(=O)CC(C)C
    -27.8	.	6.9	.	0.9	2.4	11.7	-5.8	4.0	.	1.7
24. COC(=O)c1[nH]c2ccccc2c1NS(=O)(=O)c1ccc(OC)cc1OC
    -0.3	-15.7	11.7	2.5	-3.6	-2.0	5.3	-5.7	0.3	17.0	4.6
25. COc1ccccc1NC(=O)c1ccc(CSc2ccccc2)o1
    11.9	3.4	-109.7	4.0	0.8	-0.4	-145.5	14.3	-9.0	-5.6	8.9
26. O=C(O)c1ccc(-n2c(/C=C/c3ccccc3)nc3ccccc3c2=O)cc1
    -1.1	10.8	3.4	-1.8	5.9	-0.5	12.9	24.9	-17.1	-0.6	-11.1
27. COc1ccc([C@H]2C[C@H](O)[C@@H](n3cc(COC(=O)c4ccccc4)nn3)CN2Cc2cccs2)cc1
    8.6	-3.2	5.9	.	3.5	5.5	13.9	0.5	-1.4	.	-24.3
28. COc1ccc(C(=O)N/C(=C\c2ccccc2)C(=O)NCc2cccnc2)cc1
    5.1	3.4	6.4	5.9	-1.6	-0.4	-5.8	-2.5	-2.1	3.5	13.9
29. Cc1cc(NCc2ccco2)nc2cc(O)ccc12
    4.2	1.2	12.7	3.5	-12.3	1.7	0.1	-10.5	-11.1	.	-19.2
30. Cc1ccc(N(C(=O)c2csnn2)C(C(=O)NC2CCCCC2)c2ccccn2)cc1 (configuration not stated)
    3.6	-5.1	16.9	2.4	-4.6	-0.6	0.7	-6.6	13.7	0.2	10.9
31. CCN(CC)C(=O)c1ccc(/C=C/c2c[nH]c3ccccc23)[n+](C)c1
    -15.6	5.1	2.5	-11.6	3.2	4.1	15.5	3.0	-25.3	9.9	-26.5
32. CC(C(=O)Nc1ccccc1C(F)(F)F)N1CCN(C)CC1 (configuration not stated)
    -9.1	2.4	-4.4	-3.9	-11.8	-0.2	15.6	-9.7	6.0	4.3	-12.4
33. O[C@@H]1CN(Cc2cccs2)[C@@H](c2ccc(Cl)cc2)C[C@H]1n1cc(C2CC2)nn1
    -31.8	-12.6	14.8	.	2.7	-1.0	0.0	4.5	8.6	.	-5.4
34. NC(=O)C1CCN(c2ccc([N+](=O)[O-])cc2Cl)CC1
    -10.9	1.8	8.9	1.4	-6.0	-0.2	12.9	-5.5	-0.9	-13.1	1.8
35. CN(C)CCCN(Cc1cc2cc3c(cc2[nH]c1=O)OCCO3)C(=O)NC1CCCCC1
    -0.9	-4.8	-5.8	2.0	1.8	-0.7	-4.8	11.4	.	6.6	2.9
36. COc1ccc(-n2c(SCC(=O)Nc3cc(C)on3)nc3c(c2=O)SC(C)C3)cc1 (configuration not stated)
    28.0	4.7	9.8	.	4.5	3.2	10.1	-3.9	-0.1	.	-8.2
37. COc1ccc(CC(=O)N/N=C/c2cccn2-c2ccc([N+](=O)[O-])cc2)cc1OC
    18.5	3.8	25.0	-0.5	-19.6	-1.9	12.1	2.3	25.3	3.3	-8.5
38. CCOC(=O)N1CCC(N2Cc3cccc(C(=O)Nc4cccc(F)c4)c3C2=O)CC1
    -36.9	3.2	17.9	0.0	-1.3	-1.5	9.9	-4.8	15.0	8.4	-4.6
39. NC(=O)NC(=O)COC(=O)CCSc1ccccc1
    4.0	0.1	-2.8	2.1	-3.9	0.7	14.9	-7.1	-16.4	9.9	1.2
40. CCN1CCN(C(=O)/C=C/c2ccc(F)cc2)CC1
    -14.8	.	4.0	-2.0	4.5	-0.1	-5.0	6.8	17.2	.	11.2

# (cont.)
# Second line of a record: NR2E3 ag-1	EBV LMP1 NFkB	Peg3 promoter	NR2E3 ag-2	KKLEB cytotox	iPSC survival up	HIF-2a inh	C8 TRAIL sens	Shn3 inh set2	MITF TRPM1 inh	CF NFkB inh
41. O=C(NC1CCCCCCC1)c1ccccc1-c1ccccc1
    17.3	9.0	12.9	2.2	-11.8	-0.5	12.9	0.2	32.8	-3.5	16.9
42. CCN(C[C@H]1N[C@@](Cc2ccccc2)(C(=O)OC)[C@H]2C(=O)N(Cc3ccccc3)C(=O)[C@@H]12)C(=O)COc1ccccc1
    -31.2	2.0	9.9	.	9.8	-0.6	6.4	14.7	-21.1	6.1	-11.6
43. CC(NS(=O)(=O)c1ccc(OCC(=O)N2CCOCC2)c(Cl)c1)c1ccccc1 (configuration not stated)
    -10.6	2.5	4.2	1.6	5.9	4.8	16.3	-8.3	-12.8	2.2	4.6
44. COC(=O)CCC(=O)Nc1cc(S(=O)(=O)Nc2ccc(Cl)cc2)ccc1N1CCOCC1
    -9.3	6.2	4.8	-0.7	0.8	-0.6	10.2	13.9	0.5	0.4	-13.3
45. CC(=O)OC[C@H]1O[C@@H](n2ncc(=O)[nH]c2=O)[C@H](OC(C)=O)[C@@H]1OC(C)=O
    -1.1	.	-16.9	0.1	9.5	-2.6	-37.6	24.0	50.5	.	0.5
46. O=C(NC1CCCCC1)C1CCCN1C(=O)NCc1ccccc1 (configuration not stated)
    -13.7	1.6	-8.6	6.1	6.0	-1.3	16.5	-15.1	-2.3	-7.5	-14.1
47. O=C1c2ccccc2C(O)N1c1ccccc1 (configuration not stated)
    0.8	-0.7	-22.6	-0.5	0.2	2.1	-21.2	8.3	7.9	7.5	7.9
48. COc1ccc(N2CCN(C(=O)CCNC(=O)c3ccccc3)CC2)cc1
    6.2	4.6	2.5	0.8	3.4	-3.1	15.2	-11.2	2.9	-4.7	-10.1
49. CCc1ccc(-n2cccc2/C=C2/C(=N)N3C(=NC2=O)SN=C3S(C)(=O)=O)cc1
    -17.5	-12.6	-21.8	3.2	-0.8	-0.1	-25.2	-13.8	-34.1	9.3	0.8
50. C[C@H](CO)N1C[C@H](C)[C@@H](CN(C)S(=O)(=O)c2ccccc2)Oc2ccc(NC(=O)Nc3ccc4c(c3)OCO4)cc2C1=O
    -2.7	-1.6	8.6	.	-6.9	1.5	6.1	-7.8	1.1	1.8	7.0
51. C=CC[C@H](CC(=O)N[C@H](CO)Cc1ccccc1)C(=O)N[C@H](COC(=O)[C@@H](CC=C)CC(=O)OC(C)(C)C)Cc1c[nH]c2ccccc12
    -2.3	-14.5	39.6	.	-8.1	-3.2	6.5	27.1	13.4	2.7	-3.5
52. CC(=NNC(N)=O)C1CC2CCC1CC2 (configuration not stated)
    -26.1	4.5	-0.6	.	-3.5	-2.5	7.7	-11.4	-8.9	.	0.5
53. O=C(/C=C/Nc1ccc(F)c(F)c1)c1ccc(Br)cc1
    -116.5	-31.4	-312.8	-0.7	-24.1	-3.3	-285.7	14.9	-58.6	-68.1	-12.3

# High-throughput results (PubChem)
